High-throughput results deposited in PubChem BioAssay by National Center for Advancing Translational Sciences (NCATS).
TDP43 rescue = qHTS of TDP-43 Inhibitors; TDP-43 expressing yeast growth rescue, BacTiter-Glo, 24 h; Potency, µM (highest dose often 46.1 µM), without a hit: at the highest dose growth rescue (activation), usual class: activators; 410,000 compounds, 1.8% hits; AID 652104, 2013; also: % of control where 0% means no effect; nearly all actives have a fitted effect of over 50% in size
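Yeast cells expressing TDP-43 under galactose induction are exposed to compounds for 24 hr at 30 deg C. BacTiter-Glo luminescence measures growth, so protective compounds score as activators.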
EPAC1 agonist = qHTS for Agonist of cAMP-regulated guanine nucleotide exchange factor 3 (EPAC1): primary screen; EPAC1 agonist qHTS, biochemical assay; response scale: 100% = response to 6.5 mM cAMP; 360,000 compounds, 0.073% hits; Potency, µM (titrated, usually from 154 µM), inactives show top-dose activation, actives largely listed as activators; AID 720707, 2013; Rap guanine nucleotide exchange factor 3 (Homo sapiens), O95398; also: nearly all actives have a fitted effect of over 60% in size
Target sequence (O95398 whole entry, looked up): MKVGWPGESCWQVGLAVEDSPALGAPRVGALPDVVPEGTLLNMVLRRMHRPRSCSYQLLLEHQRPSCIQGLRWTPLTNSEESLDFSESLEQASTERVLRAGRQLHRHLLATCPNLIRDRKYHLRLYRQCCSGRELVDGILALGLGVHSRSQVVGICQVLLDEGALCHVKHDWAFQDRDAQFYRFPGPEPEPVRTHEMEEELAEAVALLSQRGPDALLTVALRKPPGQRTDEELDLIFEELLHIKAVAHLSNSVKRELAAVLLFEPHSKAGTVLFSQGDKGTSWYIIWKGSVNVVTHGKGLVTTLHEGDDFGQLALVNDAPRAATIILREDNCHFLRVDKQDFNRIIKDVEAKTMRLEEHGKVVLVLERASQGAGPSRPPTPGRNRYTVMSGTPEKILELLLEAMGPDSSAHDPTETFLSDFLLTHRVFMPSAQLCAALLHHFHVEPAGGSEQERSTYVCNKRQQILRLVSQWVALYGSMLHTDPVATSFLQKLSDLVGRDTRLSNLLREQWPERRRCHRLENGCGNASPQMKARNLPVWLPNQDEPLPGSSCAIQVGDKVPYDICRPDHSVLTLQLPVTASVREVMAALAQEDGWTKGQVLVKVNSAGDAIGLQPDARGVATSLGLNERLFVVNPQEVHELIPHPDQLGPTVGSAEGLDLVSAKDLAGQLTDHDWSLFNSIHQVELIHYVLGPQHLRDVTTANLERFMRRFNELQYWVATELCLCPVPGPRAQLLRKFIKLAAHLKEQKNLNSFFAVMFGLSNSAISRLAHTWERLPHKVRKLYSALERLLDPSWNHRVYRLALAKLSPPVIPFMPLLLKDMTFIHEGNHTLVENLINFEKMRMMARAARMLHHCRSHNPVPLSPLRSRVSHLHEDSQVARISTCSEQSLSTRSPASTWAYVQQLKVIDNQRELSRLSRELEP
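Multi-concentration qHTS readout: loss of Rap1B-bound BODIPY-GDP fluorescence driven by 100 nM EPAC1 with excess GDP (50 uM), monitored kinetically at room temperature; agonist response expressed relative to 6.5 mM cAMP.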
aSyn yeast inh = qHTS of alpha-syn Inhibitors; Yeast expressing alpha-synuclein, growth rescue, BacTiter-Glo, 24 h; AID 652106, 2013; 370,000 compounds, 0.14% hits; Potency, µM (titrated, usually from 46.1 µM), without a hit: at the highest dose growth rescue (activation), actives largely listed as activators; also: % of control where 0% means no effect; nearly all actives have a fitted effect of over 65% in size
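Screening used galactose-induced yeast with toxic alpha-synuclein levels, exposed to compound for 24 hr at 30 deg C. Cell growth, read with BacTiter-Glo luminescence, gave the measured signal.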
EPAC2 antagonist = qHTS for Antagonist of cAMP-regulated guanine nucleotide exchange factor 2 (EPAC2): primary screen | Rap guanine nucleotide exchange factor 4 (Homo sapiens), Q8WZA2 | EPAC2 GEF exchange of Rap1B-BODIPY-GDP, fluorescence | Potency, µM (top dose mostly 114 µM), for the others: at the highest dose activity, negative = inhibition, actives largely listed as inhibitors | 360,000 compounds, 0.18% hits | AID 720708, 2013; also: % is scaled to controls: 0 for no effect and ±100 for the full control effect; nearly all actives have a fitted effect of over 45% in size; many of its hits are not listed in these tables
PTHR1 agonist = qHTS for PTHR1 Agonists: Primary Screen; 410,000 compounds, 0.075% hits; AID 743266, 2014; HEK293 GP2 PTHR1 cells, GloSensor cAMP luminescence, 1 h; Potency, µM (top dose mostly 115 µM), without a hit: top-dose activation, most hits filed as activators; also: nearly all actives have a fitted effect of over 55% in size; some results filed as inactive show a strong effect at the top dose; inactives centre near -15; many of its hits are not listed in these tables
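HEK-293-derived GP2 cells expressing PTHR1 and a GloSensor cAMP reporter, 3,000/well, plated overnight, given luciferin plus IBMX (each 0.5 mM as added) for 1 h at 37 °C, then compound for 1 h at 37 °C. Luminescence was read after 15 min at room temperature.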
EPAC2 ag = qHTS for Agonist of cAMP-regulated guanine nucleotide exchange factor 4 (EPAC2): primary screen; Rap guanine nucleotide exchange factor 4 (Homo sapiens), Q8WZA2; EPAC2 activation, biochemical qHTS; response scale: 100% = 6.5 mM cAMP response; Potency, µM (highest dose often 154 µM), for the others: at the highest dose activation, most hits filed as activators; 360,000 compounds, 0.079% hits; AID 720711, 2013; also: nearly all actives have a fitted effect of over 50% in size
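EPAC2 (100 nM) mixed with Rap1B loaded with BODIPY-GDP (250 nM) plus 50 uM unlabeled GDP; compounds pinned in, 5 min RT, then read every 5 min for 30 min (ex 480, em 540 nm). Normalized to cAMP control.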
FUS suppressor = qHTS for Suppressors of FUS Proteinopathy: Primary screen using FUS-linked yeast assay | S. cerevisiae FUS-expressing, growth rescue, OD600, 24 h | AID 1347120, 2019 | Potency, µM (series often up to 76.6 µM), for inactives: at the highest dose growth rescue (activation), usual class: activators | 390,000 compounds, 0.24% hits;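 also: plate controls were DMSO vehicle for no effect and reference control for full effect; nearly all actives have a fitted effect of over 55% in size; some results filed as inactive show a strong effect at the top dose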
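Steps: raffinose overnight preculture; dilution to OD 0.005 in 2% galactose minimal medium; compound addition (concentration series); 24hr at 30C, 99% humidity; absorbance read at 600 nm.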
EPAC1 antagonist = qHTS for Antagonist of cAMP-regulated guanine nucleotide exchange factor 3 (EPAC1): primary screen; AID 720709, 2013; 360,000 compounds, 0.14% hits; Rap guanine nucleotide exchange factor 3 (Homo sapiens), O95398; EPAC1 GEF assay, Rap1b-BODIPY-GDP exchange fluorescence; Potency, µM (titrated, usually from 115 µM), for the others: top-dose activity change, negative = inhibition, hits mostly inhibitors;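 also: plate controls were vehicle for no effect and positive control for full effect; nearly all actives have a fitted effect of over 50% in size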
An asterisk follows results filed as active; i = inactive; ? = inconclusive; / = no result given; & = joins results of further samples; [ ] = dose if it differs, or a comment. Calls follow the shape of the dose curve; as a rule, active = well fitted curve in the direction sought with a large enough effect; inconclusive = small, poorly fitted or top-dose-only effect, or another doubt; inactive = no such curve, though single readings can be large; an effect the other way counts as inactive or inconclusive. Potency is read from the fitted curve at half-maximal effect.

molecule | TDP43 rescue | EPAC1 agonist | aSyn yeast inh | EPAC2 antagonist | PTHR1 agonist | EPAC2 ag | FUS suppressor | EPAC1 antagonist
Cc1cc(C)c2c(c1)SC1=NC(c3ccccc3)(C(F)(F)F)NC(=O)N12 (stereo not drawn) | 5.1% | 7.4% | -4.6% | -6.6% | i | 17.4% | ? | -4.9%
O=C(N/N=C/c1cccc(OCc2ccccc2)c1)c1cccs1 | 4.3% | 0.0% | / | 0.6% | i | -1.3% | -19.6% | -26.3%
O=C(O)c1c[nH]c(=S)n1-c1ccc(F)cc1 | 7.1% | 3.8% | -6.2% | -3.0% | i | 3.3% | -24.2% | -2.5%
CCN(CC)S(=O)(=O)c1cccc(-c2n[nH]c(=S)n2/N=C/c2ccc(OC(F)F)cc2)c1 | ? | 9.5% | -0.4% | -25.9% | -1.2% | 3.0% | 26.4% | -28.4%
Nc1nc(-c2ccc(Cl)cc2)cc(C(F)(F)F)n1 | -6.7% | 1.3% | -5.0% | 6.4% | i | 6.4% | 11.8% | 5.5%
Cc1c(Cl)cnc(NC(=O)CSc2nncs2)c1Cl | 7.4% | 7.9% | -1.1% | 2.4% | i | 15.8% | 13.9% | -3.6%
CC1CC(C)CN(CCCNC(=O)Cc2c(C(=O)O)n(C)c3ccccc23)C1 (stereo not drawn) | -9.4% | 6.8% | -5.1% | 0.8% | 14.8% | 6.3% | -5.2% | 13.3%
CCc1noc(C)c1C(=O)Nc1ccc(C)c(S(=O)(=O)N2CCCCCC2)c1 | 19.0% | 8.2% | 0.8% | -6.5% | -36.2%[inhibitor] | 10.8% | 18.6% | -10.2%
Cc1cccc(NC(=O)CSc2nc(C3CC3)nc3ccccc23)c1 | 2.8% | -6.9% | 1.3% | 1.0% | -17.2% | -8.0% | 22.7% | ?
CCCc1[nH]nc2c1C(c1ccc(OC)c(Cn3nnc4ccccc43)c1)C(C#N)=C(N)O2 (stereo not drawn) | -3.8% | -4.0% | -7.8% | 3.2% | -6.6% | -1.8% | 1.6% | -3.1%
COc1cc(-c2nnc(SCC(=O)Nc3ccc(C(=O)O)cc3)o2)cc(OC)c1OC | -9.2% | 2.7% | -10.8% | 7.0% | -2.3% | 12.8% | 14.5% | -0.5%
Cc1nn(Cc2ccc(C(=O)N/N=C/c3ccncc3)o2)c(C)c1Cl | -0.7% | -3.3% | 9.7% | 4.5% | -17.2% | 5.4% | -2.0% | -20.2%
CS(=O)(=O)c1ccccc1C(=O)N(CCC1=CCCCC1)c1c(N)n(Cc2ccccc2)c(=O)[nH]c1=O | -6.2% | -1.0% | -2.3% | -2.1% | -12.0% | 13.6% | ? | 4.3%
O=C(O)CC/C(=N\Nc1ccc([N+](=O)[O-])cc1)c1ccccc1 | ? | -2.7% | 0.0% | -3.4% | -41.4%[inhibitor] | 7.1% | 21.3% | -11.9%
COc1ccccc1C(=O)NCCC(=O)N(C)CC(=O)Nc1c(Cl)cccc1Cl | -5.1% | 0.9% | -0.9% | -7.9% | -9.3% | 7.7% | 0.4% | -3.1%
O=C(/C=C/c1cccc2ccccc12)c1ccncc1 | ? | 11.6% | 17.2% | -1.2% | -93.9%[inhibitor] | 11.0% | / | -8.6%
Cc1cc(C)c2c(=O)n(CC(=O)NCCCN3CCN(c4ccccc4F)CC3)sc2n1 | -23.1% | -2.5% | -41.5%[inhibitor] | -4.1% | -4.9% | 9.0% | 7.5% | 11.6%
CC(C)(C)c1ccc(-n2ncc3c2CCCC3NC(=O)CN2CCCCC2=O)cc1 (stereo not drawn) | -19.4% | -10.7% | 2.6% | 4.5% | -36.7%[inhibitor] | -2.5% | 11.7% | -4.1%
Oc1ccc(/C=N/N2CCOCC2)c(O)c1O | 10.0% | -4.5% | 7.3% | 0.5% | -3.5% | 11.7% | -4.5% | 9.7%
CC1CCN(c2ccc(NC(=O)Cc3ccccc3)cc2)CC1 | -20.3% | -1.8% | -4.3% | 0.6% | -31.4% | 3.1% | 16.6% | -4.8%
CCCOc1ccc(/C=N/Nc2ccccc2[N+](=O)[O-])c(OCCC)c1 | -3.4% | 2.2% | -17.0% | -5.9% | i | 2.1% | -18.2% | -11.3%
O=c1cc(-c2ccccc2)c2ccc(O)c(CN3CCCCC3)c2o1 | 0.0% | 4.2% | -2.2% | 17.4% | i | -0.7% | 23.6% | 13.3%
COc1cccc(CC(=O)Nc2cc(S(=O)(=O)N3CCOCC3)ccc2N2CCOCC2)c1 | 14.5% | 17.9% | 1.2% | -1.4% | i | 5.1% | 17.9% | 3.7%
Cc1nnsc1C(=O)N/N=C/c1cccc(C(F)(F)F)c1 | 8.2% | -9.0% | 2.8% | 1.3% | -13.6% | -9.7% | -2.7% | -8.3%
COc1ccc(N(CC(=O)NCCSC(C)(C)C)S(C)(=O)=O)c(OC)c1 | -5.2% | 6.5% | -0.8% | 4.6% | i | 8.3% | 23.6% | 11.9%
COc1ccccc1N(CC(=O)NC1CCCCC1)C(=O)Cn1nnc(-c2ccc(C)o2)n1 | 13.2% | 9.5% | 7.0% | 3.8% | -11.2% | 9.5% | 0.2% | 5.7%
COc1ccccc1CNC(=O)COC(=O)CSc1ccc(C)c(C)c1 | -11.1% | -7.1% | 8.2% | -19.2% | -21.0% | 7.1% | -0.3% | 3.6%
Clc1ccc(/C=N/Nc2ccccn2)cc1 | -7.8%[0.397 µM] | 0.5% | 2.3% | 0.1% | -8.4% | 0.0% | 4.9% | -1.7%
COC(=O)c1cc2sccc2n1Cc1nc(-c2cccc(Cl)c2)oc1C | 7.7%&17.4% | -2.5% | 2.0% | 12.7% | i | 6.0% | 1.5%&0.9% | 4.0%
Fc1ccc(Cn2cccc2C2=NC(c3ccccc3)CO2)cc1 (stereo not drawn) | 1.7% | 14.0% | -1.2% | -18.4% | i | 12.8% | / | -14.1%

Structural class, the entries above containing a tert-butyl group.
molecule | TDP43 rescue | EPAC1 agonist | aSyn yeast inh | EPAC2 antagonist | PTHR1 agonist | EPAC2 ag | FUS suppressor | EPAC1 antagonist
CC(C)(C)c1ccc(-n2ncc3c2CCCC3NC(=O)CN2CCCCC2=O)cc1 (stereo not drawn) | -19.4% | -10.7% | 2.6% | 4.5% | -36.7%[inhibitor] | -2.5% | 11.7% | -4.1%
COc1ccc(N(CC(=O)NCCSC(C)(C)C)S(C)(=O)=O)c(OC)c1 | -5.2% | 6.5% | -0.8% | 4.6% | i | 8.3% | 23.6% | 11.9%

(more compounds)
molecule | TDP43 rescue | EPAC1 agonist | aSyn yeast inh | EPAC2 antagonist | PTHR1 agonist | EPAC2 ag | FUS suppressor | EPAC1 antagonist
Cc1cccc(C)c1NC(=O)CN1CCCC1 | -12.3% | 10.6% | -4.6% | -4.3% | i | 8.9% | 3.0% | -2.2%
C/C(=N\NC(=O)CNc1cccc2ccccc12)c1ccccc1 | -9.9% | -0.5% | 2.1% | 4.6% | i | -0.1% | -16.6% | 11.7%
CCCN1CCN(c2nc3c([nH]2)c(=N)ncn3CC(O)CO)CC1 (stereo not drawn) | -2.6% | 5.1% | 0.6% | -2.5% | i | 8.6% | -7.5% | 0.3%
O=C(NNc1cccc(Cl)n1)c1ccc(Cl)cc1Cl | ? | -0.6% | / | 4.0% | -22.7% | -0.5% | -9.1% | 1.1%
Cc1cccc(Cc2nnc(CCC(=O)N(C)C3CCOC3)o2)c1 (stereo not drawn) | -3.1% | -5.0% | 1.7% | 12.4% | i | -1.4% | -1.5% | 7.8%
CCN1CCC(O)(C#Cc2ccccc2)CC1 | -6.1% | -7.8% | 0.2% | -2.8% | i | -2.7% | -5.3% | 0.7%
C=CCn1c(SCC(=O)NC2CCCC2)nc2ccccc21 | 12.4% | -2.2% | 5.7% | 7.9% | i | -0.1% | -10.2% | 0.0%
Cc1c(NC(=O)c2ccco2)cccc1C(=O)NN1C(=O)c2ccccc2C1=O | 11.7% | -1.6% | -1.8% | 3.2% | -15.8% | 2.9% | -19.5% | -2.4%
O=C1NC[C@H](Cc2ccc(O)cc2)N(C[C@@H]2CCCN2C[C@H](Cc2ccc(O)cc2)N2C[C@H](Cc3ccccc3)N(CC3CCCCCC3)C(=O)C2=O)C1=O | 14.5% | -9.8% | 3.8% | ? | 29.3% | -2.4% | 27.0% | -23.1%
O=C(CSc1n[nH]c(-c2ccccc2)n1)NC(=O)NCc1ccco1 | 24.2% | -4.7% | 6.5% | 7.6% | -38.7%[inhibitor] | 11.2% | / | -6.0%
COc1ccccc1-c1c(C)nn2c(C)cc(C)nc12 | 1.3% | -9.2% | -4.5% | 4.6% | 13.2% | 9.3% | -16.0% | 8.6%
Cc1cc(Cl)c(S(=O)(=O)NCCC(=O)O)cc1OCC(N)=O | -3.0% | -1.7% | -6.8% | 2.7% | i | 4.4% | 17.0% | -1.3%
CCOC(=O)C1(CCCc2ccccc2)CCN(C(=O)CCc2cnn(C)c2)CC1 | 29.0% | -5.6% | -0.8% | -7.9% | -27.7% | -8.8% | 27.4% | 4.4%
CC(=O)Nc1ccc(NC(=S)Nc2ccccc2)cc1 | -8.0% | -0.8% | -16.2% | -3.7% | i | 2.7% | / | -2.8%
Cc1onc(-c2ccccc2)c1C(=O)Nc1cc(C(F)(F)F)ccc1N1CCOCC1 | 14.6% | -5.5% | 4.9% | ? | i | -1.3% | 40.1% | -8.2%
C=CCn1c(=O)c(C(C)=O)cn(N(C)c2ncc(C(F)(F)F)cc2Cl)c1=O | ? | 4.5% | 1.5% | -4.6% | -12.7% | -2.7% | -0.4% | -7.2%
CC(C)N(C(=O)COC(=O)c1cccnc1Cl)c1ccccc1 | 21.0% | 5.2% | 15.0% | -1.9% | -13.1% | 9.8% | -5.4% | -8.9%

This is a subset; rates above refer to the full screens.
